Screening data from PubChem.
PKM2 act: qHTS Assay for Activators of Human Muscle isoform 2 Pyruvate Kinase. purified PKM2, Kinase-Glo ATP luminescence, activation; response scale: 0% is enzyme alone, no compound. Potency, µM (highest dose often 57.5 µM), without a hit: at the highest dose activation, most hits filed as activators. actives 0.34% (n = 260,000); further: potency means the concentration at half of the fitted maximal effect; on the % scale 0 is the no-effect control and ±100 the full control effect; nearly all actives have a fitted effect of over 55% in size
Target sequence (P14618 whole entry, looked up, canonical isoform): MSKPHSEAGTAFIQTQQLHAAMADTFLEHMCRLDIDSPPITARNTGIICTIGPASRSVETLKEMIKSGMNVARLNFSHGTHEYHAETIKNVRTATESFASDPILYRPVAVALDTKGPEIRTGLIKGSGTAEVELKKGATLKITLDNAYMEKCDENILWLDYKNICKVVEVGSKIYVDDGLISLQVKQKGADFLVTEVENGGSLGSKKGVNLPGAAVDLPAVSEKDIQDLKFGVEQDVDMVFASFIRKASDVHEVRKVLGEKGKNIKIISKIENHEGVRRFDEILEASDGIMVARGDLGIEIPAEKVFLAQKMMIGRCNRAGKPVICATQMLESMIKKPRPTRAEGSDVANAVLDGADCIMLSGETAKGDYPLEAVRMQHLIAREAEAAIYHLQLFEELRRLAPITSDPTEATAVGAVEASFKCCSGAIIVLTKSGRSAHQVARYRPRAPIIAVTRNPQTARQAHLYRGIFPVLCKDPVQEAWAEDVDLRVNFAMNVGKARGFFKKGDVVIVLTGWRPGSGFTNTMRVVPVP
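hPK-M2, >95% pure; 0.1 mM ADP / 0.5 mM PEP final; imidazole pH7.2 buffer w/ 7 mM MgCl2, 50 mM KCl; 1 h RT; Kinase-Glo lum. Intermediate enzyme activity for dual inhibitor/activator qHTS.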
VP16 counter: VP16 counterscreen qHTS for inhibitors of ROR gamma transcriptional activity | Drosophila S2 Gal4-VP16 UAS-luciferase, luminescence, 20 h | Potency, µM (top dose mostly 53.6 µM), without a hit: at the top dose activity, negative = inhibition, hits mostly inhibitors | actives 3.5% (n = 310,000) | AID 2546, 2010;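 further: Gal4-VP16 expression switched on by copper sulfate through the metallothionein promoter; potency means the concentration at half of the fitted maximal effect; on the % scale 0 is the no-effect control and ±100 the full control effect; nearly all actives have a fitted effect of over 50% in size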
NPC1 prom act: qHTS Assay for NPC1 Promoter Activators. Potency, µM (highest dose often 9.22 µM), inactives show at the top dose activation, hits mostly activators. actives 2.4% (n = 320,000). Huh7 NPC1 promoter luciferase reporter, 24 h;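 further: potency means the concentration at half of the fitted maximal effect; % of control where 0% means no effect; nearly all actives have a fitted effect of over 60% in size; reporter is driven by a mutant NPC1 promoter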
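NPC1 promoter–luciferase Huh7 cells; 24 h compound; luminescence.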
Rab9 promoter act: qHTS Assay for Rab9 Promoter Activators; Huh7 Rab9 promoter-luciferase reporter, luminescence, 24 h; Potency, µM (highest dose often 9.22 µM), for the others: at the top dose activation, negative = inhibition, hits mostly activators; actives 2.8% (n = 320,000); further: potency means the concentration at half of the fitted maximal effect; % of control where 0% means no effect; nearly all actives have a fitted effect of over 60% in size
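Steps: seed 1500 Huh7 Rab9-luc cells per well, rest 2 h at 37 °C; add compound in DMSO; incubate 24 h; add luciferase reagent, 10 min ambient; read luminescence.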
ELG1 genotoxic: qHTS screen for small molecules that induce genotoxicity in human embryonic kidney (HEK293T) cells expressing luciferase-tagged ELG1. HEK293T ELG1-luciferase reporter, luminescence, 16 h. Potency, µM (highest dose often 46 µM), without a hit: at the highest dose activity change, positive = activation, actives largely listed as activators. actives 1.3% (n = 330,000); further: potency means the concentration at half of the fitted maximal effect; % of control where 0% means no effect; nearly all actives have a fitted effect of over 60% in size
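Cells (2,000/well) expressing the ELG1-luciferase fusion are dosed by pin tool and kept 16 hr at 37 °C, 5% CO2. Signal comes from ONE-Glo luciferase reagent after 30 min at room temperature.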
FLuc counter: qHTS profiling assay for firefly luciferase inhibitor/activator using purifed enzyme and Km concentrations of substrates (counterscreen for miR-21 project) | Luciferin 4-monooxygenase (Photinus pyralis), P08659 | purified FLuc, Km substrates, luminescence inhibition | Potency, µM (doses to about 57.5 µM), without a hit: top-dose activity change, negative = inhibition, most hits filed as inhibitors | actives 6.9% (n = 360,000);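 further: potency means the concentration at half of the fitted maximal effect; plate controls were vehicle for no effect and reference inhibitor for full effect; nearly all actives have a fitted effect of over 55% in size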
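Purified P. pyralis luciferase (10nM final) with 10uM D-luciferin and 10uM ATP (Km levels) in 50mM Tris acetate pH 7.5, 10mM Mg acetate, 0.01% Tween-20, 0.05% BSA; qHTS 6-point titration, ~60 µM downward; luminescence read.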
BRCA1 expr up: qHTS Assay to Identify Small Molecule Activators of BRCA1 Expression; MCF7-BRCA1-FFLuc reporter, luminescence, 48 h; response scale: scaled: vehicle 0%, 10 µM genistein 100%; Potency, µM (highest dose often 46.1 µM), for the others: top-dose activation, usual class: activators; actives 1.1% (n = 380,000); AID 624202, 2012; further: potency means the concentration at half of the fitted maximal effect; nearly all actives have a fitted effect of over 80% in size; some results filed as inactive show a strong effect at the top dose
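Activators of BRCA1 expression were detected as increased firefly luciferase luminescence in engineered MCF7 cells after 48 h compound incubation. Signals were scaled to genistein 10 microM as full activation.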
p53 reactivation: qHTS assay for re-activators of p53 using a Luc reporter; actives 0.063% (n = 320,000); Potency, µM (series often up to 92.2 µM), inactives show at the top dose activity change, positive = activation, hits mostly activators; H1299 p53-A138V BP100-luciferase reporter, luminescence, 24 h; further: potency means the concentration at half of the fitted maximal effect; % of control where 0% means no effect; nearly all actives have a fitted effect of over 45% in size
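p53-null H1299 cells stably carrying temperature-sensitive p53-A138V and a BP100-luciferase reporter were pinned with compounds (4-point, 1:5 series) and held 24 hrs at 37 deg C. Luminescence was read 10 min after detection reagent.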
Giardia kill: Small Molecules that selectively kill Giardia lamblia: qHTS | Giardia lamblia trophozoite viability | activity change, % at 7.66 µM, hits read low | actives 0.15% (n = 340,000); in the data active means activity change below about -80%; inconclusive means between about -30% and that limit;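 further: parasites exposed to compound for two days anaerobically before the ATP read; on the % scale 0 is the no-effect control and ±100 the full control effect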
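Giardia lamblia trophozoites (100 cells/well) were incubated with compounds for 48 h at 37 deg C under anaerobic conditions. Viability was read as ATP content by one-step luminescence after 15-30 min at room temperature.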
Menin-MLL TR inh: qHTS Assay for Inhibitors Targeting the Menin-MLL Interaction in MLL Related Leukemias: Competition With Texas Red Labeled MLL-derived Mutant Peptide. Potency, µM (highest dose often 61.6 µM), without a hit: at the highest dose FP activity change, negative = inhibition, usual class: inhibitors. actives 0.23% (n = 270,000). Menin + Texas Red MLL mutant peptide, fluorescence polarization; active means well fitted inhibition curve with a large enough effect in the polarisation, with a control signal flat, not every such curve was filed as active; inconclusive means small, poorly fitted or top-dose-only effect, or effect the other way, or a change in a side signal; inactive means no such curve, though single readings can be large or run the other way; the % refers to the polarisation; further: potency means the concentration at half of the fitted maximal effect; % of control where 0% means no effect; many of its hits are not listed in these tables
RORg inh: qHTS for inhibitors of ROR gamma transcriptional activity; Nuclear receptor ROR-gamma (Mus musculus), P51450; Drosophila S2 Gal4-RORgamma UAS-luciferase reporter, 20 h; Potency, µM (series often up to 53.6 µM), for inactives: at the top dose activity change, negative = inhibition, actives largely listed as inhibitors; actives 5.4% (n = 310,000); further: potency means the concentration at half of the fitted maximal effect; on the % scale 0 is the no-effect control and ±100 the full control effect; nearly all actives have a fitted effect of over 60% in size
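Drosophila Schneider cells stably carrying a metallothionein-driven Gal4 DBD–ROR gamma fusion and a UAS-Photinus luciferase reporter were exposed to compound for 1 hr, then induced with copper sulfate (700 uM final) for 20 hr at ambient temperature before luminescence reading.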
An asterisk follows results filed as active; ? = inconclusive; . = not tested or not shown; & = joins results of further samples; [ ] = dose if it differs, or a comment. Unless noted, the call rests on the fitted dose curve; in most records, active means well fitted curve in the direction sought with a large enough effect; inconclusive means small, poorly fitted or top-dose-only effect, or another doubt; inactive means no such curve, though single readings can be large; an effect the other way counts as inactive or inconclusive. An excerpt; rates above refer to the full screens.

Field names – A = PKM2 act; B = VP16 counter; C = NPC1 prom act; D = Rab9 promoter act; E = ELG1 genotoxic; F = FLuc counter; G = BRCA1 expr up; H = p53 reactivation; I = Giardia kill; J = Menin-MLL TR inh; K = RORg inh
CCCCOc1ccccc1Cn1c(=O)oc2ccc(C)cc21
  A: -2% | B: 2% | C: -1% | D: 2% | E: -1% | F: 1% | G: -28% | H: 2% | I: 0 | J: -4% | K: -5%
CN(C)c1cccc(C(=O)NCCCn2ccc3ccccc32)c1
  A: 0% | B: 2% | C: 2% | D: 10% | E: 9% | F: ? | G: 44% | H: 21% | I: 25 | J: 16% | K: 2%
Cc1ccc(C2CC(c3ccccc3)=NN2C(=S)Nc2ccccc2)o1 (configuration not stated)
  A: ? | B: -26% | C: -25% | D: -15% | E: 1% | F: -1% | G: -67% | H: 8% | I: -3 | J: -26% | K: 0%
Cc1ccsc1-c1n[nH]c(=S)n1C1CCCCC1
  A: -24% | B: ? | C: -3% | D: 0% | E: -2% | F: -9% | G: -27% | H: -3% | I: 11 | J: 1% | K: 3.5µM*
CC1(C)CC(=O)C(CC2C(=O)CC(C)(C)CC2=O)C(=O)C1
  A: 0% | B: -8% | C: 1% | D: -8% | E: -3% | F: 0% | G: -10% | H: 0% | I: -3 | J: . | K: 20%
CS(=O)(=O)N(CC(=O)N1CCCCCC1)c1cc(Cl)ccc1Cl
  A: -28% | B: -14% | C: -1% | D: 3% | E: -1% | F: -1% | G: 4% | H: 2% | I: 9 | J: -4% | K: 3%[1.91 µM]
Cc1cc(=O)oc2cc(NS(=O)(=O)c3ccccc3)ccc12
  A: 16µM* | B: -8% | C: -1% | D: 2% | E: 13% | F: ? | G: -2% | H: -4% | I: -5 | J: . | K: -9%
COc1ccc(CCn2nc(C)c([N+](=O)[O-])c2C)cc1
  A: -11% | B: 20% | C: 3.2µM* | D: 3.2µM* | E: 16µM* | F: 12µM* | G: 8.9µM* | H: 28% | I: 3 | J: -3% | K: -39%
CCOC(=O)N1CCC(NC(=O)c2cc(-c3ccc(F)cc3)[nH]c2C)CC1
  A: 1% | B: 0% | C: 1% | D: 1% | E: -7% | F: 4% | G: -29% | H: -3% | I: 1 | J: -1% | K: 28%
CC(OC(=O)c1cccc(-n2cnnn2)c1)C(=O)Nc1ccc(N(C)C)cc1 (configuration not stated)
  A: . | B: . | C: -1% | D: -2% | E: 0% | F: 0% | G: 2% | H: -2% | I: -14 | J: . | K: .
Cc1ccc2c(c1)N(C(=O)CCC(=O)NCCCN1CCOCC1)CC(C)O2 (configuration not stated)
  A: -12% | B: 2% | C: -1% | D: 1% | E: 3% | F: 0% | G: -5% | H: 9% | I: -22 | J: -28% | K: -12%
COC(=O)c1ccc(C23CC4(C2)[C@H](CN(Cc2ccc(C(F)(F)F)cc2)[C@@H]4c2ccccc2)C3c2ccc(C(F)(F)F)cc2)cc1 (some centres not stated)
  A: 3%&-2% | B: 12%&6% | C: -4% | D: 0% | E: 0% | F: -1% | G: . | H: 3% | I: . | J: 15% | K: -15%&-3%
CCOC(=O)c1cc(-c2ccccc2)nc2nc(N3CCCCC3)sc12
  A: 10% | B: -1% | C: -3% | D: -7% | E: -5% | F: -13% | G: -1% | H: 6% | I: 14 | J: 11% | K: 17%
CC1(CC(=O)N/N=C/c2ccc(-c3cccc(C(F)(F)F)c3)o2)OCCO1
  A: -5% | B: -9% | C: -1% | D: -1% | E: -1% | F: ? | G: -4% | H: -6% | I: 0 | J: -7% | K: 6%
Cc1ccc(S(=O)(=O)NC2(C(F)(F)F)C(=O)Nc3c2c(=O)n(C)c(=O)n3C)cc1 (configuration not stated)
  A: -1% | B: -10% | C: -1% | D: -2% | E: 2% | F: 6% | G: -10% | H: 0% | I: -9 | J: -1% | K: 6%
COc1ccc(CC(=O)Nc2nnc(C(C)C)s2)cc1
  A: 1% | B: -11% | C: -1% | D: 1% | E: 6% | F: 3% | G: 15% | H: 4% | I: -17 | J: -16% | K: -1%
COc1ccc(C2=NN(CN3C(=O)C(=O)c4ccccc43)C(c3ccc(Br)cc3)C2)cc1 (configuration not stated)
  A: 1% | B: 5% | C: 5% | D: 18% | E: -1% | F: -17% | G: 75% | H: 13% | I: 1 | J: -9% | K: 24%

4 compounds already listed, ordered by their value in p53 reactivation, low to high.
mol	PKM2 act	NPC1 prom act	BRCA1 expr up	p53 reactivation	Menin-MLL TR inh	RORg inh
CC1(CC(=O)N/N=C/c2ccc(-c3cccc(C(F)(F)F)c3)o2)OCCO1	-5%	-1%	-4%	-6%	-7%	6%
CC1(C)CC(=O)C(CC2C(=O)CC(C)(C)CC2=O)C(=O)C1	0%	1%	-10%	0%	.	20%
COC(=O)c1ccc(C23CC4(C2)[C@H](CN(Cc2ccc(C(F)(F)F)cc2)[C@@H]4c2ccccc2)C3c2ccc(C(F)(F)F)cc2)cc1 (some centres not stated)	3%&-2%	-4%	.	3%	15%	-15%&-3%
Cc1ccc2c(c1)N(C(=O)CCC(=O)NCCCN1CCOCC1)CC(C)O2 (configuration not stated)	-12%	-1%	-5%	9%	-28%	-12%

Of the compounds above, 2 have a furan ring, fused or not:
Field names – A = PKM2 act; B = VP16 counter; C = NPC1 prom act; D = Rab9 promoter act; E = ELG1 genotoxic; F = FLuc counter; G = BRCA1 expr up; H = p53 reactivation; I = Giardia kill; J = Menin-MLL TR inh; K = RORg inh
Cc1ccc(C2CC(c3ccccc3)=NN2C(=S)Nc2ccccc2)o1 (configuration not stated)
  A: ? | B: -26% | C: -25% | D: -15% | E: 1% | F: -1% | G: -67% | H: 8% | I: -3 | J: -26% | K: 0%
CC1(CC(=O)N/N=C/c2ccc(-c3cccc(C(F)(F)F)c3)o2)OCCO1
  A: -5% | B: -9% | C: -1% | D: -1% | E: -1% | F: ? | G: -4% | H: -6% | I: 0 | J: -7% | K: 6%
